Screening results as filed in PubChem.
E-selectin induc: induces E-selectin expression in human endothelial cells | P16581 | activation, % at 7.58 µM | 0.37% of 260,000 active | HUVEC E-selectin immunofluorescence imaging; normalized: neutral wells 0, TNF-alpha wells 100;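 active = mean E-selectin-positive cell signal at least 10% of the positive control, reached in at least 60% of replicates, without over 20% cell loss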;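 also: in these data hits start at about 27%; measured in HUVEC primary endothelial cells; signal is the percent of cells scored E-selectin positive by PE staining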
Target sequence (P16581 whole entry, looked up): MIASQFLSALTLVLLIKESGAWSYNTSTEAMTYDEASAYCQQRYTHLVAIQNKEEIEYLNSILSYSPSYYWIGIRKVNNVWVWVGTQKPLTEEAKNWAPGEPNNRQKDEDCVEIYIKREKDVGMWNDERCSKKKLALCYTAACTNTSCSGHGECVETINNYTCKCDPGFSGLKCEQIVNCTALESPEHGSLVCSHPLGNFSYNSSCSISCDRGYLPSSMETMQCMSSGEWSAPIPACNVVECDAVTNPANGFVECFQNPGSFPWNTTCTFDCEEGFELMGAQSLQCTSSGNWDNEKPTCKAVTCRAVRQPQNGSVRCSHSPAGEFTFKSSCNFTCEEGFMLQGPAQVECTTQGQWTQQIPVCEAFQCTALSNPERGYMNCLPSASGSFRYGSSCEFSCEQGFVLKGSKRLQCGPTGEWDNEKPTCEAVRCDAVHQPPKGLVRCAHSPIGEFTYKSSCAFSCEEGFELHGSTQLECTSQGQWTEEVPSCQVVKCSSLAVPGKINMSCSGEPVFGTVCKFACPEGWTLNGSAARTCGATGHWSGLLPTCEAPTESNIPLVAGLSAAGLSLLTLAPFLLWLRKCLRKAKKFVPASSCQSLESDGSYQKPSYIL
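Read-out: % PE-positive cells | Test system: HUVEC | Doses: One compound dose added by pin transfer | Buffer or medium: EGM-2 over gelatin coat | Signal: Immunofluorescence imaging | Benchmarks: TNF-alpha, DMSO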
ERAP1 HTS inh: inhibitors of human ERAP1 aminopeptidase; recombinant ERAP1, Leu-AMC fluorescence, 60 min; inhibition, % at 10.7 µM; 0.15% of 340,000 active; AID 652197;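 active = mean replicate inhibition of at least 30%, or all replicates individually reaching that 30% level; inactive = mean below 30% and not every replicate reaching it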;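 also: 0% = neutral control wells and 100% = L-leucinethiol positive control wells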
RAD52 anneal inh: RAD52 (human) annealing inhibition | recombinant RAD52 DNA annealing, FRET fluorescence | inhibition, % at 18.7 µM | 0.46% of 360,000 active;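 active = every replicate showing at least 50% inhibition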
Target sequence (P43351 whole entry, looked up): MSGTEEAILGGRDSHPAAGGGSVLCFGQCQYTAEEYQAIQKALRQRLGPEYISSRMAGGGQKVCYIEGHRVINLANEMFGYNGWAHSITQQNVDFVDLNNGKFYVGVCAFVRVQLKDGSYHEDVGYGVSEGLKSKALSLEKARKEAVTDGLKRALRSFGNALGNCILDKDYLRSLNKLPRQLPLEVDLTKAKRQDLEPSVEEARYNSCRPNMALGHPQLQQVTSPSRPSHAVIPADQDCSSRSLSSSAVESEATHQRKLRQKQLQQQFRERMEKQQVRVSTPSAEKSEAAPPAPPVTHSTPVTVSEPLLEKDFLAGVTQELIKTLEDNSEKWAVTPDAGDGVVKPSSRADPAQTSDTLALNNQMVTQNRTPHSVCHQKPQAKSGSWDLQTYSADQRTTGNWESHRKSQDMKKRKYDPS
An asterisk follows results filed as active. A portion of the library, so the mix of outcomes need not match the whole.

Sample of the layout, 3 compounds:
SMILES	E-selectin induc	ERAP1 HTS inh	RAD52 anneal inh
Cc1ccccc1S(=O)(=O)Cc1ccc(C(=O)NC(C)c2ccccc2)o1 (stereo not drawn)	-0.3	-1	-8
CN(C)N1C(=O)/C(=C/c2ccco2)SC1=Nc1ccccc1	0.0	5	-21
COc1ccc(C(=O)COC(=O)CCS(=O)(=O)c2ccc(C)cc2)c(OC)c1	-2.0	4	-9

The whole of this part, previewed entries included:
SMILES	E-selectin induc	ERAP1 HTS inh	RAD52 anneal inh
Cc1ccccc1S(=O)(=O)Cc1ccc(C(=O)NC(C)c2ccccc2)o1 (stereo not drawn)	-0.3	-1	-8
CN(C)N1C(=O)/C(=C/c2ccco2)SC1=Nc1ccccc1	0.0	5	-21
COc1ccc(C(=O)COC(=O)CCS(=O)(=O)c2ccc(C)cc2)c(OC)c1	-2.0	4	-9
COc1ccccc1C(=O)NC(=O)COC(=O)c1ccc([N+](=O)[O-])cc1	-0.1	1	-4
O=S(=O)(c1cc(C(F)(F)F)ccc1Cl)N1CCN(c2ncnc3ccccc23)CC1	-1.1	0	-10
CC(C)C1CC(N(C)C)=CC(=S)N1 (stereo not drawn)	-0.2	-11	-21
O=C(NCCc1ccccc1)C1CC(=O)N(c2ccc3c(c2)OCCO3)C1 (stereo not drawn)	-2.4	5	-1
CC(C)NC(=O)OCc1c(COC(=O)NC(C)C)c([N+](=O)[O-])n2c1CCC2	0.5	1	-19
CN(Cc1cn(-c2ccccc2)nc1-c1ccc(Cl)cc1)C(=O)CCC(=O)O	-1.4	1	-12
CC1CCN(S(=O)(=O)c2cc(C(=O)Nc3ccccn3)ccc2Br)CC1	-2.0	5	8
COc1cc(CNCCNC(=O)c2nonc2N)ccc1OCc1ccc(Cl)cc1	2.6	-4	-5
Nc1nc(CCl)nc(Nc2ccccc2)n1	2.4	-4	-4
N/C(=N\OC(=O)CN1C(=O)c2ccccc2C1=O)c1ccc(Br)cc1	2.2	3	-10
CCCCNC(=S)N(C)/N=C/c1ccc2c(c1)OCO2	0.0	0	-14
CCOC(=O)c1ccc(NC(=S)N(CCN(C)C)Cc2cccs2)cc1	0.0	-2	-80
Cc1ccc(NC(=O)CC2SCCNC2=O)cc1[N+](=O)[O-] (stereo not drawn)	4.7	1	5
N#Cc1c(Nc2ccccc2)sc(C(=O)C2CC2)c1N	-0.2	0	-14
Nc1[nH]c(C(=O)c2ccccc2)c(-c2ccccc2Br)c1C(=O)c1cccs1	-0.2	-1	-10
CC(=O)c1ccc(N=C2SCCCN2C(=O)C2CCCC2)cc1	-0.1	0	-13
COc1ccc(-n2c(CNC(=O)COc3ccc(Cl)cc3Cl)n[nH]c2=S)cc1	-0.2	4	-21
COc1ccc(-c2cc(NC(=O)Cc3c[nH]c4ccccc34)ccc2Nc2cccnc2)c(OC)c1	-0.1	-2	-33
O=C(Nc1ccc(F)cc1)C(c1cccc(F)c1)N1CCN(c2ccncc2)CC1 (stereo not drawn)	-0.3	3	0
O=C(N/N=C/C=C/c1ccccc1[N+](=O)[O-])c1cc(-c2cccnc2)nc2ccccc12	0.1	-1	-29
CCCOc1ccc(CCC(=O)N/N=C/c2ccc([N+](=O)[O-])o2)cc1	-0.2	0	-22
COC(=O)C1=C(C)NC(=S)NC1c1ccc(Br)cc1 (stereo not drawn)	1.6	3	-7
O=c1[nH]cnc2c1nc(NCc1ccccc1)n2C1O[C@@H](CO)[C@H](O)[C@@H]1O (stereo partly drawn)	1.5	-2	-1
C#CCOC(=O)CCCC(=O)NCCCCCCCC	2.3	3	-28
O=C(Nc1ccccn1)c1ccc(S(=O)(=O)N2CCCCCC2)cc1	4.0	-1	-8
Cc1cccnc1NC(=O)c1ccc(S(=O)(=O)N2CCCCC2)cc1	0.2	-2	1
O=C(c1ccc2c(c1)OCO2)C1CCCN(C(=O)Nc2ccc(F)cc2F)C1 (stereo not drawn)	2.4	-2	-11
CCOC(=O)C(NCCc1ccc(F)cc1)(NC(=O)CC)C(F)(F)F (stereo not drawn)	-0.4	-3	-8
CC(/C=C/c1cccc([N+](=O)[O-])c1)=N\NC(=O)c1ccncc1	1.3	0	-10
COc1ccc2c3c([nH]c2c1)[C@H](CO)N(C(=O)C1CCCCC1)CC31CN(S(C)(=O)=O)C1	0.4	0	5
Nc1c(C(=O)Nc2ccc3c(c2)OCCO3)nnn1Cc1cccc(Cl)c1	0.9	2	6
CN(C)CCCN=c1cc(-c2ccccc2)oc2ccc(Cl)cc12	0.5	1	80*
O=C(Cc1ccccn1)N1CC(=O)N2[C@H](CO)[C@@H](c3ccc(C#CC4CCCC4)cc3)[C@@H]2C1	-0.6	0	-14
C=C(C)Cn1c(C)cc(C)c(S(=O)(=O)c2ccc(C)cc2)c1=O	-1.1	8	3
Cc1ccc(NC(=O)/C=C/c2ccc([N+](=O)[O-])s2)c(C)c1	0.7	-3	-10
COc1ccc(CNC(=O)Nc2ccc3c(c2)N(C)C(=O)CS3)cc1	-0.3	4	-152
CN1CCc2c(sc(NC(=O)CS(=O)(=O)c3ccc(F)cc3)c2C(N)=O)C1	0.0	0	-13
CCOc1ccc(CCNC(=O)COC(=O)C2CC2)cc1OCC	1.0	-3	-3
COCCCNC(=S)NCCCNc1nc2cc(C)cc(C)c2cc1C#N	0.0	1	-20
Cc1ncc(CO)c(/C=N/NC(=O)c2cc3c(s2)CCCC3)c1O	0.9	-18	-86
COc1cc(C=O)cc(Br)c1OCC(N)=O	2.1	5	-3
N#CCC1(O)C(=O)N(Cc2ccccc2)c2ccccc21 (stereo not drawn)	0.0	0	-18
Cc1nn(CC(=O)Nc2ccc(S(=O)(=O)N(C)C)cc2)c(C)c1[N+](=O)[O-]	-1.4	-1	-7
Cc1ccc(NC(=O)NNC(=O)COc2ccc(Cl)cc2)cc1	0.1	0	-10
O=C(O)Cn1cc(C(=S)N2CCCCC2)c2ccccc21	4.9	4	-6
O=C(NCCCN1CCOCC1)c1cccc(S(=O)(=O)Nc2cc(Cl)ccc2Cl)c1	0.5	-8	-7
O=C(NCc1ccccc1)C(c1ccccc1)n1c(=O)c(-c2ccco2)nc2ccccc21 (stereo not drawn)	0.1	-6	-41
(list continues)
SMILES	E-selectin induc	ERAP1 HTS inh	RAD52 anneal inh
CCOC(=O)c1ccc(Oc2nc(N(C)C)nc(N3CCOCC3)n2)cc1	-0.2	-1	-16
O=C(CN1CCOCC1)N(CC1CCC1)C[C@H]1N[C@H](CO)[C@@H]1c1ccccc1	0.0	-4	2
Cc1cc(C)c2cc(N)c(Cl)nc2n1	0.2	-1	10
Cc1ccc([N+](=O)[O-])cc1S(=O)(=O)Nc1ccc(C(=O)NCc2ccccn2)cc1	2.1	4	-13
C/C(=N\N=C1\NC(=O)C(CC(=O)Nc2ccc(C)c(Cl)c2)S1)C(C)C (stereo not drawn)	-0.1	-2	-10
C/C=C/c1ccc([C@H]2[C@@H](CO)N(C(C)=O)C23CN(C(=O)NC2CCCC2)C3)cc1	0.6	3	-14
CCCC(=O)N1CC2(C1)CN(C(=O)C1CCCCC1)[C@H](CO)c1[nH]c3cc(OC)ccc3c12	0.1	1	10
CNC(=S)N(CCc1cccc(C)c1)Cc1cc2cc(OC)c(OC)cc2[nH]c1=O	-1.0	5	-15
Cc1ccc(S(=O)(=O)CC(=O)Nc2c(C)n(C)n(-c3ccccc3)c2=O)cc1	3.6	-4	-11
Cc1cc(NC(=O)Nc2cc(F)ccc2F)no1	0.1	1	-1
CCCn1c(SCC(=O)Nc2ccc(C)c(S(=O)(=O)N3CCOCC3)c2)n[nH]c1=O	-0.1	-2	-9
CC(NC(=O)CSc1nc2ccc(N)cc2s1)c1ccccc1 (stereo not drawn)	1.5	2	-30
COc1ccc(CNC(=O)[C@@H](Cc2ccccc2)NC(=O)[C@H]2O[C@@H](n3cnc4c(=O)[nH]c(N)nc43)[C@H](O)[C@@H]2O)cc1	1.5	3	-11
O/N=C/c1ccc(-c2cc(Cl)ccc2Cl)o1	-0.1	-6	-28
COc1cc(C=C2C(=O)C=CC2=O)ccc1O	-0.2	53*	8
Cc1ccc(S(=O)(=O)c2c(C(=O)c3ccccc3)cnc3cc4c(cc23)OCCO4)cc1	2.9	9	6
Cc1ncsc1CCOC(=O)c1ccc([N+](=O)[O-])cc1	-2.4	4	3
COc1cccc(NC(=S)NCc2ccncc2)c1	-2.2	-4	2
COc1ccc(N(C(=O)c2cc3ccccc3oc2=O)C2C=CS(=O)(=O)C2)c(OC)c1 (stereo not drawn)	-1.5	5	-26
O=S(=O)(c1ccccc1)c1nc(-c2ccccc2)oc1N1CCOCC1	-0.4	7	-7

Quoted at random: 5 entries already listed, in no set order.
SMILES	E-selectin induc	ERAP1 HTS inh	RAD52 anneal inh
Cc1cccnc1NC(=O)c1ccc(S(=O)(=O)N2CCCCC2)cc1	0.2	-2	1
O=C(Nc1ccccn1)c1ccc(S(=O)(=O)N2CCCCCC2)cc1	4.0	-1	-8
CCOC(=O)C(NCCc1ccc(F)cc1)(NC(=O)CC)C(F)(F)F (stereo not drawn)	-0.4	-3	-8
Cc1ccc(S(=O)(=O)CC(=O)Nc2c(C)n(C)n(-c3ccccc3)c2=O)cc1	3.6	-4	-11
N#Cc1c(Nc2ccccc2)sc(C(=O)C2CC2)c1N	-0.2	0	-14

(cont.)
SMILES	E-selectin induc	ERAP1 HTS inh	RAD52 anneal inh
COC(=O)[C@@H](N[C@H](/C=C/c1ccccc1)[C@@H](O)Cc1ccccc1)C(C)C	-0.5	4	-1
C=CCOC(=O)Nc1nc(CCNC(=O)OCc2ccccc2)c(C(=O)O)s1	0.2	-1	-16
COc1cccc(C(=O)NNC(=O)Cc2csc(N)n2)c1	1.3	0	-18
CCOc1ccc(/C(C)=N/NC(=O)C(OC)c2ccccc2)cc1 (stereo not drawn)	-2.7	3	-17
O=[N+]([O-])c1ccc2[nH]ccc2c1	0.0	3	-30
O=C(c1cccs1)N1CCN(Cc2ccccc2)CC1	2.7	0	-14
CC(=O)NC(CC(=O)c1ccc([N+](=O)[O-])cc1)C(Cl)(Cl)Cl (stereo not drawn)	0.7	-1	-8
COc1cc(CNC(=O)OC2CC3CC2[C@H]2CCCCN2C3=O)cc(OC)c1 (stereo partly drawn)	0.0	-7	-3
CC(=O)NNC(=O)c1cc2c3ccccc3n(C)c2s1	2.0	2	-5
COC(=O)CC1N(S(=O)(=O)c2ccc(C)cc2)c2ccccc2C1(C(=O)OC)C(=O)OC (stereo not drawn)	-0.1	-7	-6
Nc1c(Cl)ncnc1Nc1ccc(C(=O)O)cc1	0.0	2	-21
COc1ccc(NC(=S)NC2CCCCCC2)c(OC)c1	-0.7	-2	2
Cc1cc(Br)c2c(c1)[C@](O)(c1cn(C)c3ccccc13)C(=O)N2C	0.0	0	-5
CCOC(=O)CCC(NC(=O)CCCC(=O)NC(CCC(=O)OCC)C(=O)OCC)C(=O)OCC (stereo not drawn)	0.5	-7	2
C=CCOc1ccc(CNc2ccc(NC(=O)CC(C)C)cc2)cc1OC	2.0	-1	-18
O=C(COC(=O)/C=C/c1ccc([N+](=O)[O-])cc1)NCc1ccccc1	-0.6	3	-4
Cc1ccccc1NC(=S)N(CCc1c(C)[nH]c2ccc(F)cc12)Cc1cccnc1	1.6	-4	8
Cc1cc(O)c(N=Cc2cc3c(cc2[N+](=O)[O-])OCO3)cc1C	0.0	2	-5
Nc1n[nH]c2cccc(Cl)c12	0.0	7	-5
CCCCn1nc(C(=O)Oc2ccc3c(C)cc(=O)oc3c2)c2ccccc2c1=O	0.0	-11	-16
CCCOC(=O)Oc1ccc2c(=O)c(Oc3cc(C)cc(C)c3)coc2c1	-3.2	1	-4
CN(C)C1CN(Cc2cn(Cc3cccc(C(F)(F)F)c3)nn2)S(=O)(=O)C1 (stereo not drawn)	0.1	0	-12
Nc1nc(F)cc(NCc2ccccc2)n1	4.0	0	-51
COc1ccc2c3c([nH]c2c1)[C@@H](CO)N(C(=O)NC(C)C)CC31CN(C(=O)NC(C)C)C1	0.5	3	-1
COC(=O)c1ccc2nc(-c3ccccc3)c(Cc3ccc(C)cc3)n2c1	0.2	0	-46
CCn1cnc2scc(-c3ccc(C)c(C)c3)c2c1=O	0.3	1	-14
N#CC(=C1C=C(Br)C(=NO)C=C1Cl)c1ccc(Cl)cc1	-0.1	0	1
CCN(CC)S(=O)(=O)c1cccc(C(=O)N/N=C/c2ccc([N+](=O)[O-])o2)c1	0.0	-1	-24
CCCCn1nnnc1C(c1cc2ccccc2o1)N1CCN(c2ccncc2)CC1 (stereo not drawn)	0.8	-7	10
c1ccc2c(c1)N1CCCN=C1N2CCN1CCCCC1	-0.2	0	5
Cc1onc(-c2ccc(Cl)cc2Cl)c1-c1csc(N/N=C/c2ccccc2Cl)n1	0.2	-1	-3
Cc1ccc(CNC(=O)CSc2nc(C)cs2)cc1	-0.9	-3	-14
O=C(C1CCCC1)N1CC2(C1)[C@H](c1ccccc1)[C@H](CO)N2Cc1nccs1	0.0	2	-1
Oc1c(C(c2ccc(Cl)cc2)N2CCCC2)cc(Cl)c2cccnc12 (stereo not drawn)	-0.9	-3	-20
Cc1nnc2ccc(-c3ccc(NS(=O)(=O)c4ccccc4F)cc3)nn12	1.0	-1	-12
Cn1cc(-c2ccc3c(c2)OCO3)c2ccccc21	0.8	0	-21
O=S(=O)(Nc1ccc(-c2ccc3nncn3n2)cc1)c1ccc(Cl)s1	0.3	2	-7
COC(=O)c1cc(S(=O)(=O)NCC2CCN(C(=O)C(=O)c3cc4ccccc4o3)CC2)cs1	-0.1	4	-13
